# Ba/F3 V617F tox = reduce viability of Ba/F3 cells dependent on JAK2V617F. actives 1.1% (n = 220,000). inhibition, % at 5.6 µM. Ba/F3 EpoR-JAK2V617F viability, ATP luminescence;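 active = inhibition above the campaign mean plus 3 SD over all tested compounds, cut at about 24% in these data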;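 note: cytokine-independent growth of Ba/F3 cells driven by EpoR plus mutant JAK2; 0% = DMSO-treated cells and 100% = JAK inhibitor I control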
# CHOP inhibitor = inhibitors of CHOP induction in ER stress response; actives 3.8% (n = 220,000); inhibition, % at 10 µM; CHO-K1 CHOP-promoter luciferase, tunicamycin-induced, 15-18 h; AID 2732;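 active = compounds that reduced the stress-induced luciferase reporter signal by more than about 70% of percent inhibition, limit read from the data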;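 note: 0% = tunicamycin plus vehicle and 100% = wells without tunicamycin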
# p47phox inh = inhibitors of human p47phox binding. p47phox/p22phox peptide binding, fluorescence polarization, 2 h. inhibition, % at 24.7 µM. actives 0.53% (n = 220,000);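 active = inhibition above about 30%, limit read from the data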;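 note: 0% = p47phox with labelled peptide and 100% = labelled peptide alone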
# Target sequence (P14598 whole entry, looked up): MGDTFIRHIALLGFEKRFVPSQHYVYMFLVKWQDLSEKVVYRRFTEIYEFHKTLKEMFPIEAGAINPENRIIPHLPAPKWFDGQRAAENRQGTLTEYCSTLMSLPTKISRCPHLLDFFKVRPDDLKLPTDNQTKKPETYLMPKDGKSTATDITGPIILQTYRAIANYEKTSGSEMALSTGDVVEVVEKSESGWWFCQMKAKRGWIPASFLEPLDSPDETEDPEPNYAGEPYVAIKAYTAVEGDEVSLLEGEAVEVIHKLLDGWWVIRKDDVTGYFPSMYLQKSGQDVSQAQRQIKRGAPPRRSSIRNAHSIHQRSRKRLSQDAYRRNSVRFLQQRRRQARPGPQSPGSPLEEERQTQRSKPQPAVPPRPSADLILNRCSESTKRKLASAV
# BaF3 parental = counter-screen for JAK2V617F inhibitors: parental Ba/F3 viability inhibitors | actives 1.1% (n = 220,000) | inhibition, % at 5.6 µM | CellTiter-Glo ATP luminescence;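 active = inhibition above a per-campaign cutoff, the mean inhibition of all tested compounds plus 3 SD, cut at about 27% in these data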;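 note: 0% = DMSO wells and 100% = JAK Inhibitor I control wells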
# S1P4 ag = agonists of human S1P4 receptor; activation, % at 4.98 µM; S1P4-expressing cell line, agonist reporter assay; O95977; actives 0.35% (n = 220,000); AID 1509; in the data active = activation above about 11%;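 note: 0% = DMSO vehicle and 100% = reference agonist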
# Target sequence (O95977 whole entry, looked up): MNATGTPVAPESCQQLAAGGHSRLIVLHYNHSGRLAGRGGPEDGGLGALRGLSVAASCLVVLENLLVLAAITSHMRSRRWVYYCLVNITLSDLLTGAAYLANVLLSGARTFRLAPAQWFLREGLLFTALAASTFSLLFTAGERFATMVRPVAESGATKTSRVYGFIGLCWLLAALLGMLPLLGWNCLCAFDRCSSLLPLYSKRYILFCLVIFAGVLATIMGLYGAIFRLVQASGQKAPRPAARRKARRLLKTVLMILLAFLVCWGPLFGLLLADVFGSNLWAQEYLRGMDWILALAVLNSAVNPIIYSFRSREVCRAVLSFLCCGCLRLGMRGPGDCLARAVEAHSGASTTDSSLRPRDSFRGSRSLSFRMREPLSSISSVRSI
# NPY2 pot ag = potentiators or agonists of human neuropeptide Y receptor Y2; P49146; cells expressing NPY-Y2, potentiator/agonist read-out; activation, % at 3.6 µM; actives 0.45% (n = 220,000); AID 1359; in the data active = activation above about 27%;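 note: cells stimulated with NPY near EC25 plus isoproterenol at EC100; 0% = vehicle plus submaximal agonist and 100% = vehicle plus saturating agonist; some results beyond the cut were filed as inactive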
# NPY-Y1 antag = blocks the human neuropeptide Y Y1 receptor | P25929 | actives 1% (n = 200,000) | inhibition, % at 3.6 µM | AID 1040 | HEK293-CNG Y1 cells, membrane potential fluorescence; NPY at EC95, then isoproterenol;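 active = inhibition above the campaign mean inhibition of all tested compounds plus 3 SD, cut at about 20% in these data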;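 note: 0% = DMSO wells given NPY plus isoproterenol and 100% = isoproterenol alone without NPY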
#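 Benchmarks – high control isoproterenol alone, low control NPY with isoproterenol · Material – HEK293 Y1/CNG channel cell line · Times – dye 3 h, compound 60 min room temperature, stimulation 45 min · Probe or stimulus – NPY (25 nM), isoproterenol (1 µM), Ro 20-1724 (25 µM) · Evaluation – % inhibition of NPY effect · Signal – fluorescence, membrane potential probe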
# S1P4 antagonist = blocks the human S1P4 receptor; O95977; S1P4-expressing cells, antagonist mode, reporter read-out; inhibition, % at 4.98 µM; actives 0.26% (n = 220,000); in the data active = inhibition above about 29%;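 note: 0% = wells stimulated with agonist and 100% = vehicle wells without agonist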
# NPY-Y1 PAM-ag = potentiates or activates human NPY-Y1 receptor; AID 1304; NPY-Y1 expressing cells, potentiator/agonist activation; P25929; activation, % at 3.6 µM; actives 0.37% (n = 220,000); in the data active = activation above about 33%, passing the limit was not always enough;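 note: cells stimulated with NPY at EC10 then isoproterenol at EC100; 0% = low agonist plus stimulus and 100% = saturating agonist plus stimulus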
# * marks the source's active call; other numbers are inactive results; x = no result given.
SMILES,Ba/F3 V617F tox,CHOP inhibitor,p47phox inh,BaF3 parental,S1P4 ag,NPY2 pot ag,NPY-Y1 antag,S1P4 antagonist,NPY-Y1 PAM-ag
COc1ccc(NC(=O)CSc2nnc(-c3ccoc3C)n2CCc2ccccc2)cc1,-5,21,-1,5,1.0,10,4,1,3
N#C/C(=C\c1ccc(N2CCOCC2)o1)C(=O)NCCc1ccccc1,3,-5,-4,8,-0.9,-5,3,3,9
Cc1cc(C)c2c(=O)[nH]c(SCC(=O)c3ccc(F)c(C)c3)nc2n1,2,64,38*,7,0.2,5,4,-14,6
Cc1nn(C(=O)CN2C(=O)c3ccccc3C2=O)c(C)c1Br,1,43,-12,6,-0.9,6,1,6,-13
CC(=O)Nc1ccc(S(=O)(=O)NCc2ccc3[nH]c(C)cc3c2)cc1,1,12,-15,5,0.5,1,7,-16,9
O=C(NC1CCCCC1)C(=S)NC1CCCCC1,1,-3,-2,6,0.7,-2,0,-5,5
O=C(Nc1ccc(O)c(-c2nc3ccccc3o2)c1)C1(c2ccc([N+](=O)[O-])cc2)CCCC1,-3,32,-17,4,0.9,-1,4,-16,-19
CCOC(=O)c1ccccc1OCc1cc(/C=N/n2cnnc2)ccc1OC,2,36,-10,2,0.0,6,4,0,-4
Cc1ncc([N+](=O)[O-])n1Cc1ccccc1F,-4,10,-2,2,-0.2,-3,-2,6,24
CC1CN(C(NC(=O)c2ccccc2)C(Cl)(Cl)Cl)CC(C)O1 (stereo not given),-1,-5,-1,5,0.0,-16,7,-3,-3
COCCN(CCOC)S(=O)(=O)c1ccc(OC)cc1,-3,-15,-1,-4,-0.5,25,-1,-2,23
CCN1CCN(CC(O)COc2ccc3c(c2)CCC3)CC1 (stereo not given),-5,-14,0,7,-1.4,-12,1,-15,-3
CCOC(=O)C(C)c1c(C)[nH]c(=S)[nH]c1=O (stereo not given),-3,21,-11,-2,-0.6,-2,-1,-3,-13
CCn1c(O)c(/C=N/n2cnnc2)sc1=S,0,-8,-73,8,-1.1,14,-3,0,29
O=C1OCCC1Sc1nc(-c2ccccc2)cs1 (stereo not given),-1,27,-12,4,2.2,3,7,21,9
Cc1ccc(S(=O)(=O)N2CCN(S(=O)(=O)N3CCOCC3)CC2)c(C)c1,-1,-20,-8,3,-0.3,15,5,3,6
Cc1c(C(=O)N2CCCC2)nnn1-c1nonc1N,-1,10,8,3,-0.4,-8,5,-2,-3
CCOC(=O)c1cc2occc2n1CC(=O)Nc1ccc(OC)cc1OC,-3,84*,-6,1,-0.9,12,-2,-2,6
CCC1(C)CC(c2nc(-c3ccc(OC)cc3)cs2)CCS1 (stereo not given),2,24,-12,3,2.0,-13,-2,-20,-23
COc1ccc(OC(=O)CN2C(=O)C3C4CCC(C4)C3C2=O)cc1 (stereo not given),-6,15,-2,-1,0.2,-1,4,-7,5

# Given as labelled records: entries from further up
CCOC(=O)c1cc2occc2n1CC(=O)Nc1ccc(OC)cc1OC
  Ba/F3 V617F tox = -3
  CHOP inhibitor = 84*
  p47phox inh = -6
  BaF3 parental = 1
  S1P4 ag = -0.9
  NPY2 pot ag = 12
  NPY-Y1 antag = -2
  S1P4 antagonist = -2
  NPY-Y1 PAM-ag = 6

Cc1ccc(S(=O)(=O)N2CCN(S(=O)(=O)N3CCOCC3)CC2)c(C)c1
  Ba/F3 V617F tox = -1
  CHOP inhibitor = -20
  p47phox inh = -8
  BaF3 parental = 3
  S1P4 ag = -0.3
  NPY2 pot ag = 15
  NPY-Y1 antag = 5
  S1P4 antagonist = 3
  NPY-Y1 PAM-ag = 6

# Additional records.
SMILES,Ba/F3 V617F tox,CHOP inhibitor,p47phox inh,BaF3 parental,S1P4 ag,NPY2 pot ag,NPY-Y1 antag,S1P4 antagonist,NPY-Y1 PAM-ag
c1ccc(OCc2nn3c(-c4cccnc4)nnc3s2)cc1,0,14,-1,0,-0.5,-7,4,-31,-12
COc1ccc(C2c3ccc4ccccc4c3Oc3ncn(Cc4ccco4)c(=N)c32)cc1OC (stereo not given),1,8,-33,2,-0.7,2,8,3,4
COc1cc(OC)cc(-c2nc3ccccc3s2)c1,2,30,-8,4,-1.0,-12,1,-2,-17
CC(=O)Nc1ccc(Nc2ccc(S(=O)(=O)C(F)(F)F)cc2[N+](=O)[O-])cc1,13,44,-2,5,3.7,26,-2,-3,4
CCC1(C)N(O)C(C)(C)C(c2ccc(OC)cc2)=[N+]1[O-] (stereo not given),2,-20,-3,1,0.1,-8,-1,-8,13
COC(=O)c1sc(NC(=O)c2c(OC)cccc2OC)c(C#N)c1C,1,7,-29,9,-1.5,1,3,-10,1
c1ccc(COc2cccc(CNn3cnnc3)c2)cc1,-2,-23,-13,-2,-1.0,3,-3,-13,-12
C=C(C)c1cccc(C(C)(C)NC(=O)N2CCCC(C)C2)c1 (stereo not given),-2,45,-14,2,0.6,-3,2,-7,5
Cn1c(SCC2CCCO2)nnc1-c1ccc([N+](=O)[O-])cc1 (stereo not given),-1,12,-11,10,1.8,-5,4,-7,15
CCCCC[n+]1ccn(-c2nc3ccccc3nc2[N-]S(=O)(=O)c2ccccc2)c1,4,2,12,-2,2.1,8,x,12,5
Cc1ccccc1CN1C(=O)C2(OCCCO2)c2ccccc21,-3,41,-4,-6,-1.2,8,-3,3,-9
Cc1c(CN2CCC(CO)(CCOc3ccccc3)CC2)[nH]c2ccc(Cl)cc12,2,33,-9,5,-0.7,19,-7,-7,2
N#CCCCN1C(=O)C(=C(C#N)C#N)c2ccccc21,-1,23,-16,-1,1.8,1,3,-6,-8
O=c1c2cc(N3CCOCC3)ccc2[nH]c(=S)n1CCCN1CCCCC1,4,7,-6,4,0.1,-27,1,-26,-14
O=C(NCc1ccc(F)cc1)c1cc2sccc2n1Cc1ccc(F)cc1,3,5,-20,5,1.3,-2,3,-9,0
Cc1cccc2cc(CN(CC3CCCO3)C(c3nnnn3Cc3ccco3)C(C)C)c(=O)[nH]c12 (stereo not given),-2,43,-6,4,-0.2,-11,1,-2,-38
O=C(CSc1ncn[nH]1)N1CCN(c2nnc(-c3ccccc3)c3ccccc23)CC1,2,19,-8,3,-1.2,-6,-1,-9,-7
Cc1cc(=O)n(CCc2ccccc2)c(O)c1C#N,-6,6,-22,1,3.1,11,-2,11,2
COc1cc(C(=O)Nc2cccc(C)c2C)c(Br)c(OC)c1OC,6,-1,-8,14,-1.6,-12,10,13,-3
O=C(O)CCc1nn2c3ccccc3n(CCN3CCCCC3)c2nc1=O,4,-4,-2,3,1.1,-3,3,-10,-10
O=C(C#Cc1ccccc1)c1ccc([N+](=O)[O-])cc1,-1,111*,5,4,1.3,5,1,0,-11
Clc1ccc(-c2nc3n(n2)Cc2ccccc2-3)cc1,4,31,-8,6,2.8,-28,4,-16,-26
O=C(NCc1ccc(F)cc1)C(c1ccccc1)N(C(=O)c1csnn1)C1CC1 (stereo not given),3,20,-4,6,1.4,-3,-4,-7,0
CCn1c(SCC(=O)Nc2nc(-c3ccccc3)cs2)nnc1-c1ccccc1,-1,6,-19,3,1.5,-18,0,-9,-14
Clc1ccc2nc(CSc3nnc4ccccn34)cn2c1,2,2,-6,4,0.7,8,-1,-2,-5
CC(=O)/C(=C/c1ccccc1)C(=O)Nc1ccccc1C,-3,-77,3,-3,0.0,8,1,-7,-20
CCc1ccc(C2NC(C(=O)O)CS2)cc1 (stereo not given),-4,26,-11,-1,-1.7,6,1,-1,3
CCOC(=O)c1cc(C(=O)n2cc(Cl)cn2)nn1C,-2,12,-12,3,1.8,-10,0,-9,10
C#CCOC(=O)c1csc2nnsc12,-5,22,0,3,3.5,-4,3,-8,-21
Cc1cc(O)ccc1N/C=C1\CCCC1=O,2,17,-18,8,2.8,3,5,-19,1
Cc1nn(C)c(C)c1/C=C(\C#N)C(N)=O,-3,53,-2,2,0.1,-4,-2,-18,8
O=C(CN(Cc1ccccc1)C(=O)c1cccc([N+](=O)[O-])c1)Nc1c(Cl)cc(Cl)cc1Cl,1,-47,12,6,1.0,-9,1,-11,-15
Cc1ccc2nc(-c3ccccn3)cc(C(=O)NC3CCN(C)CC3)c2c1,0,-9,-4,5,2.0,-9,5,6,-41
Cc1nn(C)c(NC(=O)c2ccc([N+](=O)[O-])cc2)c1Cl,1,14,-1,-4,0.4,-20,x,2,-21
O=C(Nc1ccccc1)c1n[nH]c(Cn2cncn2)n1,2,5,-2,8,0.3,-6,-1,-3,13
COC(=O)C1=C(C)N(CCCC(=O)O)C(=O)NC1c1cc2c(cc1[N+](=O)[O-])OCO2 (stereo not given),5,18,-2,4,0.2,3,1,14,-5
COCCNc1nc2nonc2nc1N1CCC(N(C)C)C1 (stereo not given),2,-5,-1,7,0.6,-1,3,-17,-12
CCn1c(-c2ccc(OC)c(OC)c2)n[nH]c1=S,-5,2,-8,0,-1.9,0,1,-4,-3
COc1ccc(C)cc1S(=O)(=O)N(CC(=O)NCc1ccc(Cl)cc1)Cc1ccccc1,-3,31,1,2,-0.6,16,0,1,34
CC(C)=CC(=O)OCC(=O)NC1CCCc2ccccc21 (stereo not given),0,7,-4,6,1.7,-5,-1,-24,-12
CCN(C(=O)c1cc2c(=O)[nH]c3ccc(C)cc3c2s1)c1ccccc1C,-1,96*,-4,-2,0.8,-2,x,-6,-24
CCOC(=O)C(Sc1ncn[nH]1)c1ccccc1 (stereo not given),-2,-12,-15,5,-0.6,3,2,-3,-26
N#C/C(=N\Nc1ccc(S(=O)(=O)N2CCOCC2)cc1)C(N)=S,-3,4,-15,-3,-0.3,7,x,-12,21
C/C(=N\OCc1cccc(C(=O)O)c1)c1ccc(Cl)cc1,2,96*,0,4,0.6,-17,x,6,-49
Cc1nn(-c2ccccn2)c2c1C(c1ccccc1Cl)C1=C(N2)c2ccccc2C1=O (stereo not given),-1,6,-27,3,-0.5,11,3,-19,-10
Cn1c(=O)[nH]c(=O)c2c1nc(Br)n2CCSc1nc2ccccc2o1,-3,32,-9,1,2.0,6,2,3,-3
COc1ccc(C2NCCC3(O)CCCCC23)c(OC)c1OC (stereo not given),-4,19,-7,-1,-4.9,2,4,-5,-14
COc1ccc(Nc2cc(C)nc3ncnn23)c(OC)c1,-4,-2,-12,-2,-2.1,7,3,-21,2
COc1ccc(OC)c(S(=O)(=O)n2nnc3cc(Cl)ccc32)c1,-5,45,-13,2,0.7,12,6,5,3
CCOC(=O)N1CCN(C(=O)C2CCN(S(=O)(=O)c3ccccc3)CC2)CC1,2,-22,-19,6,-1.3,5,6,-19,22
# Further compounds follow:
SMILES,Ba/F3 V617F tox,CHOP inhibitor,p47phox inh,BaF3 parental,S1P4 ag,NPY2 pot ag,NPY-Y1 antag,S1P4 antagonist,NPY-Y1 PAM-ag
CCOc1cccc(C(=O)NC(=S)Nc2ccc(N3CCCC3)cc2)c1,-2,32,1,1,-1.1,2,4,-6,-22
COc1ccc(N(CC(=O)NCc2ccco2)S(C)(=O)=O)cc1Cl,-1,-9,-9,1,0.2,8,4,7,-1
COCCn1c(SCC(=O)Nc2cccc(OC)c2)nnc1-c1ccccc1,-3,3,-12,6,-1.0,4,1,2,-1
O=C(CCc1nnc(C2CCCCC2)o1)NCc1cccc(-n2cccn2)c1,-2,6,1,0,0.2,3,1,-2,-26
COc1cc(NC(=O)CN(C)C2CCCCC2)c(C)cc1[N+](=O)[O-],4,24,-21,6,3.9,-5,-1,3,-14
COC(=O)c1c(C)[nH]c(C(=O)/C=C/c2ccccc2F)c1C,-1,-35,-12,2,0.1,-1,x,-6,11

# Compound activity: PubChem BioAssay, several laboratories

# Compounds as they come; any-hit rate near 7.1%.
